# Source: PubChem (several laboratories)
# NadD block – inhibitors of S. aureus NadD, primary screen, biochemical, colorimetric, uHTS | inhibition, % at 20 µM | 0.78% of 360,000 active | purified NadD enzyme, colorimetric absorbance read-out | Nicotinate-nucleotide adenylyltransferase NadD (Staphylococcus aureus N315) | AID 602399, 2012; in the data active means inhibition above about 26%; further: some compounds past the cut are filed as inactive
# TbMetRS inhib – T. brucei MetRS inhibitors, primary screen, biochemical, luminescence; methionyl-tRNA synthetase (Trypanosoma brucei brucei); purified T. brucei MetRS, ATP depletion, Kinase-Glo luminescence; inhibition, % at 11.9 µM; 0.4% of 360,000 active; AID 624268, 2012;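 active means inhibition above a per-plate cutoff of the control wells' mean inhibition plus 3 SD, cut at about 5.5% in these data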;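 further: 0% = DMSO wells median and 100% = median of wells with control inhibitor compound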
#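 Material: parasite MetRS enzyme / Replication: singlicate, one well per compound / Signal: luminescence of leftover ATP / Schedule: 2 h aminoacylation at 25 °C after 15 min preincubation / Medium: HEPES-MgCl2-KCl buffer plus DTT, spermine, BSA, pyrophosphatase / Doses: 11.9 µM single point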
# LMPTP inh – LMPTP phosphatase inhibitors, primary screen, biochemical, fluorescence intensity, uHTS; Low molecular weight phosphotyrosine protein phosphatase (Homo sapiens), P24666; recombinant LMPTP-A, OMFP fluorogenic substrate; inhibition, % at 20 µM; 0.22% of 360,000 active; AID 651560, 2012;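 active means compounds that cut the enzyme signal by at least half of the control window in the single-dose screen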;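 further: plate controls were DMSO wells with enzyme plus substrate for no effect and substrate without enzyme for full effect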
# Target sequence (P24666 whole entry, looked up): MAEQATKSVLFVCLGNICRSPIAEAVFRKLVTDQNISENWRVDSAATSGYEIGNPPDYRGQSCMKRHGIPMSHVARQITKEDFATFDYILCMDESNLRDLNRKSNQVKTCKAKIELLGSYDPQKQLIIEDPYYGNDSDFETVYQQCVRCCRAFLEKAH
#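 Assay system: LMPTP-A phosphatase enzyme | Input: 0.625 nM enzyme | Also added: Fluorogenic phosphatase substrate OMFP at 400 µM final | Compound dosing: One test concentration per compound, 20 µM, with 3% DMSO overall | Schedule: 50 min enzyme reaction at room temperature, protected from light | Signal: Fluorescence intensity | Benchmarks: no-enzyme and uninhibited controls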
# Neddyl block – inhibitors of cullin neddylation, primary screen, biochemical, TR-FRET, uHTS, NAE and Ubc12. calls only at 25 µM. NEDD8-conjugating enzyme Ubc12 (Homo sapiens) + NEDD8-activating enzyme E1 regulatory …. AID 651699, 2012. 0.58% of 360,000 active; in the data active means inhibition above about 36%
# DNMT1 block – human DNMT1 methyltransferase inhibitors, primary screen, biochemical, molecular beacon, fluorescence, HinP1I cleavage, uHTS; inhibition (reported as % activation of signal), % at 10 µM; 0.83% of 360,000 active; AID 588458, 2011; in the data active means inhibition above about 50%
# SUMO1-SIM PPI – modulators of SUMO1 protein-protein interactions, primary screen, biochemical, uHTS | SUMO1 binding to a labelled peptide, TR-FRET, 1 h | inhibition, % at 20 µM | 0.33% of 360,000 active; in the data active means inhibition above about 37%
# Target sequence (P63165 whole entry, looked up): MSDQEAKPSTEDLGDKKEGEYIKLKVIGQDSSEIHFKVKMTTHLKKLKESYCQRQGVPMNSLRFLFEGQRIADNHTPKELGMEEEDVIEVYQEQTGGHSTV
# Scp1 inh – Scp-1 phosphatase inhibitors, primary screen, biochemical, colorimetric, uHTS. Recombinant Scp1, phosphopeptide, malachite green phosphate absorbance. 0.88% of 340,000 active. inhibition, % at 20 µM. AID 493091, 2011;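 active means inhibition above about 50% at 20 µM, limit read from the data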;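 further: plate controls were DMSO wells with enzyme for no effect and wells lacking enzyme for full effect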
# Target sequence (Q9GZU7 76-261 limits assumed): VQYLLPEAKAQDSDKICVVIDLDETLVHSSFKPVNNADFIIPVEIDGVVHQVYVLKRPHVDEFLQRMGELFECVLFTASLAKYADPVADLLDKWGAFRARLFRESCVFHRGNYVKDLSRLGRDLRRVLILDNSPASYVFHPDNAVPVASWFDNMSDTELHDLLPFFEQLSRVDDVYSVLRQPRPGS
#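 Test system: SCP-1 catalytic domain; Buffer or medium: Acidic Tris acetate buffer with magnesium and detergent; Also added: Phosphorylated 17-residue peptide substrate; Compound: single 20 µM dose, 1% DMSO; Schedule: enzyme reaction 45 min at room temperature, colour 5 min, stabilisation 30 min; Signal: Phosphate-binding colour reagent, absorbance read at 630 nm.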
# STEP block – STEP phosphatase inhibitors, primary screen, biochemical, fluorescence intensity, uHTS. inhibition, % at 20 µM. recombinant STEP, OMFP fluorogenic substrate. Tyrosine-protein phosphatase non-receptor type 5 (Homo sapiens), P54829. 0.25% of 360,000 active;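 active means inhibition at 20 µM, scaled per plate between control wells, above about 37%, limit read from the data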;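 further: 0% = DMSO with enzyme and substrate and 100% = substrate only without enzyme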
# Target sequence (P54829 whole entry, looked up): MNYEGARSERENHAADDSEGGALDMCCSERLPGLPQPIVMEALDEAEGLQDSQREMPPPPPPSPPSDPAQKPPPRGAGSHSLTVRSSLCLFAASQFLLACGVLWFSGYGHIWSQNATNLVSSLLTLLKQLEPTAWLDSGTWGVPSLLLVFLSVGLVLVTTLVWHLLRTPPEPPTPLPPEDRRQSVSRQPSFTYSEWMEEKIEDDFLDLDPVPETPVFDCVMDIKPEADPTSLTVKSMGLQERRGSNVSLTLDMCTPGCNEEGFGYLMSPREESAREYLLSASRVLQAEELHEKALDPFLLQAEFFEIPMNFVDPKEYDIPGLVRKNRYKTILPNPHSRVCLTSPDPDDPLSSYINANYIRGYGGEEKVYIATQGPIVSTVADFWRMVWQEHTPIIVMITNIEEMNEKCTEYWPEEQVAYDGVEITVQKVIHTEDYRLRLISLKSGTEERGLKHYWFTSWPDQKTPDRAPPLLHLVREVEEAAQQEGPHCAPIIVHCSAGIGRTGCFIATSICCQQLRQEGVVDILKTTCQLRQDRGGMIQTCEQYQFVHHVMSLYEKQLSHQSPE
#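 Material: STEP (striatal-enriched tyrosine phosphatase) enzyme, cell-free; Compound dosing: 20 µM single dose in 1% DMSO; Technique: fluorescence read at 480 nm ex / 540 nm em; Times: reaction 20 min, ambient temperature; Medium: 50 mM Bis-Tris pH 6.0 with 2.5 mM DTT and 0.005% Tween 20; Also added: OMFP at 25 µM.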
# SKN-1 inh – suppressors of acrylamide-induced Pgst-4::GFP reporter in worms, primary screen, SKN-1 inhibitor project, whole organism, uHTS, GFP/RFP fluorescence ratio, strain VP596. C. elegans VP596 Pgst-4::GFP/RFP ratio, 24 h. inhibition, % at 21.8 µM. 0.49% of 360,000 active;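 active means interference check ratio from 0.5 to 1.5 plus GFP to RFP signal ratio inhibition reaching or exceeding a fixed threshold, cut at about 30% in these data, passing the limit was not always enough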; further: some compounds called inactive have numbers as strong as hits
# NRP1-CendR mod – modulators of CendR peptide binding to NRP-1, primary screen, biochemical, fluorescence polarization, uHTS. FAM-RPARPAR peptide binding to NRP-1. 0.85% of 360,000 active. inhibition, % at 25 µM. Neuropilin-1 (Homo sapiens), O14786;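 active means inhibition or corrected inhibition above about 18%, plus a signal ratio from 0.5 to 1.5, limit read from the data, passing the limit was not always enough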; further: strong numbers were not always called active
# Starred values were filed as active, the others as inactive; i = inactive; . = not tested or not shown; + = active, no number.
SMILES,NadD block,TbMetRS inhib,LMPTP inh,Neddyl block,DNMT1 block,SUMO1-SIM PPI,Scp1 inh,STEP block,SKN-1 inh,NRP1-CendR mod
Cc1cccc(OCC(=O)NCC(=O)N/N=C/c2cc(Br)cc(Br)c2O)c1,22,-0.2,1.2,i,-1,15,-18,1,14,-4
COc1cc(OC)cc(-c2c(C#Cc3ccsc3)c3cc(-c4cnc(OC)nc4)ccc3n2C)c1,9,-0.3,5.4,i,2,-13,-3,1,22,1
CCOC(=O)[C@@H]1[C@H]2COc3cc(OC)ccc3[C@@H]2N2C(=O)N(c3cccc(C)c3)C(=O)[C@@]12C,-6,-0.1,-0.4,i,2,1,-6,0,22,4
CCc1nnc(NS(=O)(=O)c2ccc(NS(=O)(=O)c3ccccc3[N+](=O)[O-])cc2)s1,-3,-0.1,-1.8,i,6,11,-7,-1,-4,-7
COc1cccc(CNC(=O)c2nnn(CC(=O)Nc3cc(C)ccc3C)c2N)c1,-2,-0.2,0.9,i,10,2,-3,3,-2,0
O=C(NCCn1cccn1)C1CCC(=O)N(CCc2cccc(F)c2)C1 (centres undefined),-2,-0.6,-1.4,i,1,-3,-8,-4,-3,47*
COc1ccc(C(=O)N/N=C(\CCC(=O)O)c2ccc(C(C)(C)C)cc2)cc1OC,4,0.2,-0.7,i,-1,1,6,0,5,7
COCCNC(=O)c1cccc(C)c1[N+](=O)[O-],3,0.0,-1.7,i,2,3,-5,-2,13,-4
CC(C)(C)NC(=O)CSc1nc2[nH]ncc2c(=O)[nH]1,8,1.5,-2.4,i,1,4,-5,2,0,18
O=C(c1ccccc1)n1ccn(-c2ccccc2)c1=S,0,-0.2,0.3,i,-4,1,-11,1,-7,-18
COc1cccc(-c2cc(C(=O)Nc3nc4ccccc4s3)c3ccccc3n2)c1,36*,-0.1,2.8,i,-8,-4,10,71*,46*,-28
CCc1noc(C)c1C(=O)N1CCCC(C(=O)c2cc(F)ccc2F)C1 (centres undefined),-1,-0.7,-0.7,i,0,0,-5,5,-9,-6
Brc1ccc(CSc2nnc(-c3cccnc3)o2)cc1,-4,0.5,-0.4,i,1,1,-8,8,43*,-1
O=C(NC1CC2CCC(C1)N2Cc1ccccc1)c1cccc(F)c1 (centres undefined),-7,-0.3,-2.6,i,-4,2,-5,-1,2,-1
CC1=C(C(=O)OC2CCCCC2)C(c2ccc(F)cc2)NC(=O)N1 (centres undefined),-7,-0.3,1.8,i,3,-2,-16,2,-20,-2
Fc1ccc(C(c2nnnn2Cc2ccccc2)N2CCSCC2)cc1 (centres undefined),-8,-0.1,-0.3,i,-3,2,0,5,4,2
CC(=O)N1N=C(c2ccc(C(C)(C)C)cc2)OC1(C)C,-5,-0.4,1.8,.,0,-1,-8,2,0,4
O=C(CSc1ccc2nnc(-c3cccnc3)n2n1)NCc1ccco1,0,0.3,-0.6,i,4,10,-7,-3,-2,2
CN(C(=O)COC(=O)CNC(=O)C1CCCCC1)c1ccccc1,-5,-0.2,0.0,i,3,0,-6,-2,4,3
CCCN(CC(=O)Nc1cc(Cl)ccc1Cl)C(=O)CN1C(=O)C2CCCCC2C1=O (centres undefined),3,-0.1,-0.8,i,0,3,-2,0,11,8
O=C(Nc1ccc(S(=O)(=O)N2CCCCCC2)cc1)c1ccc(Br)o1,-3,0.1,0.7,i,-6,4,-17,3,-1,-4
Cc1ccc(N=Nc2ccc(O)c3ncccc23)cc1,15,-0.2,1.7,i,9,-11,-13,2,5,-9
CCC(c1nc2ccccc2[nH]1)N(C(=O)Cc1cc(OC)cc(OC)c1)c1ccc(N2CCOCC2)cc1 (centres undefined),-4,-0.2,-0.8,i,-1,4,.,0,18,7
O=c1[nH]cnc2nc(-c3ccccc3)c(-c3ccccc3)nc12,-2,0.3,-0.7,+,-1,-17,-4,-6,0,9
O=C(c1ccccc1)c1ccc(OCCCN2CCCCC2)cc1,-1,-0.5,-3.3,i,-4,-3,-7,-2,9,-12
Cc1cccc(NC(=S)N(Cc2cccs2)Cc2cc3cc(C)ccc3[nH]c2=O)c1,10,-0.6,-0.1,i,1,5,-5,1,1,-4
O=c1[nH]c(SCc2nc3ccccc3c(=O)n2-c2ccccc2)nc2ccccc12,10,0.3,-1.0,i,2,-1,-7,1,1,-2
CC(C)C(OC(=O)Cn1nnc2ccccc21)C(=O)NC1CCCC1 (centres undefined),-3,-0.3,-1.9,i,0,0,-7,-1,13,7
COc1ccc(CNS(=O)(=O)NCc2ccc(OC)c(OC)c2)cc1OC,3,-0.3,-1.0,i,0,2,-10,-4,-6,-4
COc1ccccc1-n1c(C)nnc1SCC(N)=O,9,-1.2,-0.8,i,3,1,-5,-4,-17,-1
COc1ccc(NC(=O)c2cccc(Oc3ccccc3)c2)cn1,-12,-0.2,0.5,i,1,0,-3,-2,2,-9
O=C(NCC1CCCO1)C(c1cccs1)N(C(=O)c1ccc(CN2CCOCC2)o1)c1ccc(Cl)cc1 (centres undefined),4,-1.3,-0.5,i,1,3,-5,-4,-4,-4
COCCNC(=O)C(c1ccc(C)o1)N(C(=O)c1snc(C(N)=O)c1N)c1ccc(C)c(C)c1 (centres undefined),-1,-0.2,0.0,i,-4,-11,-10,2,10,2
CCCCCOC(=O)CSc1nnc(-c2cc(OC)c(OC)c(OC)c2)o1,-5,-0.5,0.3,i,0,-3,-8,0,-9,8
O=C(NCCCN1CCOCC1)c1cccc(S(=O)(=O)N2CCc3ccccc32)c1,1,0.4,-4.6,i,0,1,.,-2,-2,5
O=C(NC1CCCCC1)N(Cc1nc2ccccc2c(=O)[nH]1)C1CCCCC1,0,-0.5,-0.7,i,-2,1,3,0,9,4
CC(C)c1nc(CNC(=O)CC2C(=O)NCCN2Cc2cccc(F)c2F)cs1 (centres undefined),4,-0.2,-2.1,i,-7,-3,-8,-2,2,-18
CC(C)(C)NCC(=O)N/N=C/c1ccc(OCc2ccccc2)cc1,-12,-0.3,0.3,i,-2,-4,-5,8,8,3
N/C(=N\OC(=O)c1cccc2ccccc12)c1cccc([N+](=O)[O-])c1,-7,-0.6,10,i,43,-7,49,62*,9,0
O=C(NN=C1CCCC1)c1[nH]c2ccc(Cl)cc2c1-c1ccccc1,8,0.5,3.9,i,-9,2,-4,2,30,-6
CSc1ccc(/C=C/C(=O)OCC(=O)NC2CC2)cc1,-5,-0.2,-1.4,.,1,-20,-8,-2,12,5
Nc1nc(C2CCOCC2)cs1,-9,-0.1,-0.4,i,-2,6,-14,-2,-4,15
COc1ccc(C(=O)n2cnc3ccccc32)cc1Br,-7,-0.5,-0.4,i,3,-2,-6,-1,-1,5
O=C(CSc1ncccn1)NCc1ccc(Cl)cc1,1,-0.3,1.5,i,0,0,12,-1,3,-10
COC(=O)N/N=C\c1c(C)nn(-c2ccccc2)c1Cl,2,0.1,-2.6,i,3,-1,-8,1,6,1
COC(=O)c1cc2occc2n1Cc1ccc(Cl)cc1,-12,0.1,2.3,i,1,-2,-6,8,3,1
Cc1ccsc1/C=N/n1c(=S)[nH]nc(C)c1=O,1,0.5,-1.8,i,8,0,-4,-2,11,7
CCn1c(C)c(C)c2cc(C(=O)N3CCN(c4ccccc4)CC3)ccc21,1,0.0,2.3,i,-3,0,3,1,46*,-9
C1CCCCCC(=NNc2nn[nH]n2)CCCCC1,0,-0.6,-2.1,i,2,0,-4,3,-3,6
O=C(NCC(c1cccs1)N1CCc2ccccc21)c1ccccc1 (centres undefined),-5,0.2,2.4,i,-4,5,-2,2,8,0

# Entries shown so far containing a nitro group on carbon, in the order listed:
SMILES,NadD block,TbMetRS inhib,LMPTP inh,Neddyl block,DNMT1 block,SUMO1-SIM PPI,Scp1 inh,STEP block,SKN-1 inh,NRP1-CendR mod
CCc1nnc(NS(=O)(=O)c2ccc(NS(=O)(=O)c3ccccc3[N+](=O)[O-])cc2)s1,-3,-0.1,-1.8,i,6,11,-7,-1,-4,-7
COCCNC(=O)c1cccc(C)c1[N+](=O)[O-],3,0.0,-1.7,i,2,3,-5,-2,13,-4
N/C(=N\OC(=O)c1cccc2ccccc12)c1cccc([N+](=O)[O-])c1,-7,-0.6,10,i,43,-7,49,62*,9,0

# Further entries
SMILES,NadD block,TbMetRS inhib,LMPTP inh,Neddyl block,DNMT1 block,SUMO1-SIM PPI,Scp1 inh,STEP block,SKN-1 inh,NRP1-CendR mod
CCOC(=O)c1ccc(NS(=O)(=O)c2c(N)n(C)c(=O)n(C)c2=O)cc1,-1,-0.3,-0.2,i,2,6,-1,-3,9,-5
O=C(C1CCN(S(=O)(=O)c2cccc([N+](=O)[O-])c2)CC1)N1CCOCC1,0,-0.2,-1.1,i,-2,-20,-2,-2,7,10
CC(C(=O)N1CCN(Cc2ccccc2)CC1)c1ccc([N+](=O)[O-])cc1 (centres undefined),-3,-0.3,0.0,i,1,-20,-4,-2,-3,5
Cc1nc(C)n(C)c(=O)c1-c1ccccc1,0,-0.6,-1.7,i,-1,0,-9,-1,-3,12
O=C1CC(c2ccc(F)cc2)Cc2nc(N3CCN(c4ccccc4)CC3)ncc21 (centres undefined),5,-1.0,1.5,i,7,-2,3,4,-7,-2
O=C(CCCCn1c(=O)c2ccccc2n(Cc2ccc(F)cc2Cl)c1=O)NCc1ccco1,-1,-1.8,0.6,i,-2,4,1,2,-4,8
